# Ins promoter up – MIN6 insulin promoter up-regulation; MIN6 insulin promoter-GFP reporter, high-content imaging; active compounds read high; z-score at 5 µM; 190,000 compounds, 0.3% hits;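 active = z-score above 3 at 5 µM with at least 500 cells counted in the well; inconclusive = wells under 500 cells, flagged as cytotoxic or low count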
# T cell modulator – T cell immune modulators affecting CD8 T cell-vesicle binding; calls only at 7 µM; 2C CD8+ T cell-vesicle binding, flow cytometry; active compounds read low; 330,000 compounds, 0.068% hits; AID 2052;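 active = response, share of CD8 T cells binding vesicles, and their 90th percentile fluorescence all below set limits, cut at about 80% in these data, passing the limit was not always enough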
#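 System: murine 2C transgenic CD8+ T lymphocytes; also added: QL9-loaded Drosophila micro-vesicles; times: binding 1.5 h at 37 °C; measured by: flow cytometry, PE anti-B7-1 (FL2) versus Alexa647 anti-CD8 (FL8), PFA-fixed; control set: Peptide-free naked vesicles (low) and QL9 vesicles with 0.7% DMSO vehicle (high)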
# WT yeast gro inh – growth inhibition of WT yeast, mitochondrial fusion screen. mitochondrial fusion phenotypic screen, WT strain. inhibition, % at 10 µM. 190,000 compounds, 2.1% hits. AID 1362; in the data active = inhibition above about 58%; tested in S. cerevisiae
# Hep lipid drop – modulators of hepatic lipid droplet formation | AML12 mouse hepatocytes, oleate lipid droplets, BODIPY imaging | inhibition, % at 6.5 µM | 240,000 compounds, 0.4% hits;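 active = lipid droplet intensity inhibited by at least 50%, with more than 500 cells counted; inconclusive = wells with under 300 cells, treated as cytotoxic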
#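 Assay system: AML12 mouse liver cells | Compound: 6.5 µM single-point dosing | Schedule: Overnight exposure | Technique: Fluorescence imaging, 20x objective, two fields per well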
# Autophagy HCS – alters autophagy in cells. MEF GFP-LC3 puncta imaging; test concentration mostly 10 µM. calls only at 10 µM (by protocol). 190,000 compounds, 0.98% hits. AID 463193;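 active = percentage of spot-positive cells more than 3 SD above its plate mean, without a fluorescence outlier flag or 80% toxicity; inconclusive = no clear call, values can overlap the other calls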;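 note: spot-positive cell cutoff set from DMSO-treated cells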
# West Nile virus CPE – West Nile virus antiviral activity, cell-based, CPE readout (AID 1621) | 290,000 compounds, 0.02% hits | West Nile virus-infected cells, CPE inhibition; higher % means a stronger effect | CPE inhibition, % at 10 µM, or IC50 in µM where a hit was titrated; in the data active = a potency from the dose series; inconclusive = CPE inhibition mostly from about 3.7% at the one dose, without a potency; inactive = the rest, 99 in 100 with CPE inhibition below about 2.2%; note: strong numbers were not always called active
# Myeloid diff MLP – compounds promoting myeloid differentiation | calls only at 10 µM | 360,000 compounds, 1% hits | ER-HoxA9 myeloid progenitors, lysozyme-GFP differentiation, flow cytometry | AID 624256;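 active = normalized GFP-positive differentiation at or above the plate's own cutoff, the solvent-only control mean plus 3 SD; inconclusive = no clear call, values can overlap the other calls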;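 note: cells exposed to compound for four days before flow analysis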
# b-catenin transl – alters nuclear translocation of beta-catenin in HeLa cells | 190,000 compounds, 0.3% hits | nuclear translocation activity, % at 5 µM | AID 1665 | immunofluorescence imaging;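 active = nuclear translocation activity above 50% at 5 µM, with a well cell count of 50 or more; inconclusive = wells under 50 cells across six images, flagged as toxic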;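 note: per-cell ratio of nuclear to cytoplasmic median beta-catenin stain intensity; plate controls were DMSO negative control for no effect and GSK-3 inhibitor IX positive control for full effect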
#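 Signal – beta-catenin immunofluorescence imaging with DAPI · Test system – human HeLa cell line · Dosing – 5 µM primary single dose, 0.1% DMSO, 0.02–20 µM confirmation series · Measure – % activation, nuclear-to-cytoplasmic median beta-catenin signal ratio per cell · Incubation – 24 h compound exposure at 37°C, 5% CO2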
# MT stabilizer – microtubule stabilization, imaging screen | 200,000 compounds, 0.83% hits | % tubulin-high responders, % at 10 µM | HeLa tubulin immunostaining HCS, 24 h; share of cells brighter than vehicle mean+2SD;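 active = plate Z-score above 3 for both tubulin-high and condensed-nucleus cell shares, with cell loss under 80%, at 10 µM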;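 note: anti alpha tubulin signal scored within the nucleus-defined area of each cell; some results filed as inactive read as strong as hits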
# WT yeast gro inh mutant strain – also measured in WT yeast gro inh; calls as there; inhibition, %; mitochondrial fusion phenotypic screen, mutant strain inhibition
# Ins promoter up cell count – further read-out of Ins promoter up, marked with its call; cell count; measured here: cytotoxicity, nuclei count;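 total cells summed across four imaged fields per well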
# Hep lipid drop cells 6.5 µM – also measured in Hep lipid drop; calls as there; cell count; measured here: cell count, cytotoxicity flag;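 cells counted across two imaged fields per well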
# b-catenin transl cell count 5 µM – also measured in b-catenin transl; calls as there; cell count; measured here: cell count, cytotoxicity flag
# T cell modulator vesicle-bound % – further read-out of T cell modulator, marked with its call; double positive events, %; measured here: CD8+ vesicle-bound cell fraction;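 binding gate set so that unloaded-vesicle control wells show 10% double positive cells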
# MT stabilizer Hoechst-high % – also measured in MT stabilizer; calls as there; % Hoechst-high responders; measured here: nuclear condensation Hoechst responders;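 share of cells brighter than vehicle mean plus two SD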
# MT stabilizer cytotoxicity % – further read-out of MT stabilizer, marked with its call; toxicity, %; measured here: cytotoxicity by cell density;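 0% = mean cell density of plate MIN control wells and 100% = no cells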
# Autophagy HCS cell loss 18 h – further read-out of Autophagy HCS, marked with its call; toxicity, %; measured here: cell loss, nuclei count;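 cell loss after 18 h compound exposure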
# Myeloid diff MLP GFP+ MAC1+ % – recorded beside Myeloid diff MLP, whose call it bears; GFP+ MAC1+ double positive, %; measured here: differentiation confirmed by MAC1 staining
# Numbers without * were called inactive; i = inactive; ? = inconclusive; / = no result given; + = active, no number. Rows were taken by chance. Share with any hit: about 3.9%.
# Values run as follows: Ins promoter up	Ins promoter up cell count	T cell modulator	T cell modulator vesicle-bound %	WT yeast gro inh	WT yeast gro inh mutant strain	Hep lipid drop	Hep lipid drop cells 6.5 µM	Autophagy HCS	Autophagy HCS cell loss 18 h	West Nile virus CPE	Myeloid diff MLP	Myeloid diff MLP GFP+ MAC1+ %	b-catenin transl	b-catenin transl cell count 5 µM	MT stabilizer	MT stabilizer Hoechst-high %	MT stabilizer cytotoxicity %
[1] CC(=O)Nc1ccc(S(=O)(=O)N2CCN(C(=O)N3CCCC3)CC2)cc1
  /	/	i	33	/	/	15	852	/	/	0.1%	i	0.7	/	/	/	/	/
[2] O=C(Nc1cc(F)ccc1F)C1CCN(S(=O)(=O)c2cccc3nonc23)CC1
  /	/	i	24	/	/	-1	821	/	/	1.2%	i	0.5	/	/	/	/	/
[3] CCOC(=O)c1nc(-c2ccc(OC)c(OC)c2)cnc1C#N
  -0.37	1133	i	21	-2	21	-5	777	i	-15	-0.2%	i	0.5	/	/	5.5	2.5	6.4
[4] COc1ccc(Nc2oc(-c3ccc(F)cc3)nc2C#N)cc1
  -0.83	1301	i	20	/	/	17	698	/	/	-0.3%	i	0.8	24	754	/	/	/
[5] CCN(c1ccc(NC(=O)CSc2nnc3nc(C)cc(C)n23)cc1)C(C)C
  0.18	818	i	24	2	15	-1	704	i	-4	0.1%	i	0.5	/	/	0.9	1.2	19
[6] O=C(COC(=O)c1n[nH]c2ccccc12)NC(=O)NC1CCCCC1
  -0.02	1219	i	14	-7	0	/	/	i	4	-0.3%	i	0.6	-7.8	1001	3.9	1.8	6.5
[7] CC1Cc2ccccc2N1C(=O)CSc1nnc(N)s1 (stereo not drawn)
  /	/	i	50	/	/	-2	690	/	/	0.2%	i	4.4	/	/	/	/	/
[8] CCc1nc(N)c(C#N)c(-c2ccco2)c1C
  -0.21	1174	i	49	-4	-5	1	756	i	-1	-0.8%	i	1.0	-4.2	578	3.3	1.6	5.8
[9] Cc1ccc(C(=O)Nc2cccc(C(F)(F)F)c2)cc1NC(=O)c1csc(-c2ccncc2)n1
  -1.6	926	i	23	/	/	/	/	/	/	0.1%	?	/	70*	375*	/	/	/
[10] O=C(CCS(=O)(=O)c1cccc2nonc12)NCCc1ccccc1
  -0.3	1243	i	6	13	9	-7	773	i	-3	0.2%	i	1.0	-1.9	1075	3.1	2.5	11
[11] Cc1ccc(S(=O)(=O)N2CCC(=O)N(CCOC(=O)Nc3ccc(F)cc3)CC2)cc1
  -0.04	1136	i	15	7	-5	-52	699	i	0	-1.2%	i	1.1	/	/	4.1	2.8	10
[12] CC1Cc2ccccc2N1S(=O)(=O)c1cnc(Cl)c(Cl)c1 (stereo not drawn)
  -0.38	1401	i	50	/	/	-6	694	/	/	-0.3%	i	0.0	-0.8	1107	/	/	/
[13] COc1ccc(OC)c(/C=C/C(=O)NCCc2nc3ccccc3[nH]2)c1
  -0.08	1121	i	37	/	/	-2	726	/	/	-0.2%	i	1.0	-1.5	1354	/	/	/
[14] O=S(=O)(NC(=S)NC1CCCCC1)c1cccs1
  -0.58	1586	i	29	-10	-2	-4	651	i	5	0.6%	i	0.1	3.1	793	2.7	3.2	4.0
[15] Cc1cccc(CNC(=O)C2CCCN(c3nn4c(=O)cc(C)nc4s3)C2)c1 (stereo not drawn)
  /	/	i	29	/	/	-4	738	/	/	0.0%	i	4.1	/	/	/	/	/
[16] NC(=O)c1cc(-c2csc(NCCc3ccccc3)n2)ccc1O
  /	/	i	12	/	/	16	778	/	/	-0.4%	i	3.9	/	/	/	/	/
[17] CCOC(=O)c1nnn(-c2nc(OC)nc(N3CCCC3)n2)c1-c1ccccc1
  -0.16	1263	i	25	-37	15	/	/	i	4	/	i	1.0	-4.2	971	2.8	1.5	7.3
[18] Fc1ccccc1Cn1cc(C(=S)N2CCOCC2)c2ccccc21
  -1	1026	i	17	/	/	11	641	/	/	0.5%	i	0.9	-0.2	1341	/	/	/
[19] COc1cccc(C2=NOC(C(=O)Nc3cc(OC)c(OC)c(OC)c3)C2)c1 (stereo not drawn)
  -1.7	1041	/	/	12	7	/	/	i	6	-0.2%	i	0.4	0.5	1360	5.1	3.4	6.9
[20] Cc1c(-n2cc(C(=O)O)c(=O)c3cc(F)c(N4CCCC(O)C4)c(F)c32)c(=O)n(-c2ccccc2)n1C (stereo not drawn)
  1.1	1141	i	61	-6	-20	3	713	i	2	0.9%	i	0.4	0.9	1111	2.8	3.5	4.6

# (more compounds)
# Values run as follows: Ins promoter up	Ins promoter up cell count	T cell modulator	T cell modulator vesicle-bound %	WT yeast gro inh	WT yeast gro inh mutant strain	Hep lipid drop	Hep lipid drop cells 6.5 µM	Autophagy HCS	Autophagy HCS cell loss 18 h	West Nile virus CPE	Myeloid diff MLP	Myeloid diff MLP GFP+ MAC1+ %	b-catenin transl	b-catenin transl cell count 5 µM	MT stabilizer	MT stabilizer Hoechst-high %	MT stabilizer cytotoxicity %
[21] Cc1ccc(S(=O)(=O)N2CCC(C(=O)N3CC(C)OC(C)C3)CC2)cc1 (stereo not drawn)
  /	/	i	14	/	/	9	686	/	/	-0.6%	i	0.4	/	/	/	/	/
[22] Cn1c(=O)c2c(nc(Oc3ccccc3Br)n2C)n(C)c1=O
  /	/	i	16	/	/	-30	712	/	/	0.5%	i	0.2	/	/	/	/	/
[23] COc1ccc(C2OC34CCCCC3C(C#N)(C#N)C2(C#N)C(=N)O4)cc1 (stereo not drawn)
  -0.02	1441	i	38	-33	20	/	/	i	1	0.3%	i	0.5	-3.6	1001	4.3	1.8	6.2
[24] CC(CCc1ccco1)NC(=O)c1cc2c(-c3ccccc3F)nn(C)c2s1 (stereo not drawn)
  ?	/	i	34	14	2	/	/	i	-8	?	i	2.7	/	/	3.7	3.0	4.1
[25] Cc1cccc(OCC(=O)N2CCN(C(=O)CCC3CCCC3)CC2)c1
  0.33	824	i	61	11	-34	/	/	i	12	-0.9%	i	0.7	-2.5	790	4.4	2.5	9.3
[26] COc1ccc(Cn2c(SCC(=O)NCc3ccco3)nc3ccsc3c2=O)cc1
  0.22	1792	i	29	-7	4	-7	645	i	1	0.8%	i	6.0	-0.6	1099	5.6	3.0	6.6
[27] NC(CSCc1cccc(Br)c1)C(=O)O (stereo not drawn)
  -0.48	1139	i	1	-5	-4	-6	700	i	-2	0.6%	i	1.3	-2.4	1087	6.8	1.1	11
[28] Cc1nc(-c2cccc(NC(=O)COc3ccc(Cl)cc3)c2)cs1
  /	/	i	47	/	/	10	654	/	/	-0.1%	i	5.9	/	/	/	/	/
[29] Cc1c(NC(=O)C(C)Sc2ccc3ccccc3n2)c(=O)n(-c2ccccc2)n1C (stereo not drawn)
  /	/	i	18	-3	-36	3	823	i	-11	-0.2%	i	1.5	-0.8	1107	2.0	1.9	7.1
[30] COc1ccc(Oc2ccc(C(F)(F)F)cc2NC(=O)c2ccc(OC)cc2)cc1
  -0.96	1005	i	30	/	/	-1	645	/	/	-0.7%	i	0.5	-0.8	1287	/	/	/
[31] Cc1cccc(-n2cnc3cc([N+](=O)[O-])ccc32)c1
  -0.16	1515	i	36	14	-8	-7	671	i	14	-0.9%	i	0.7	1.3	1007	3.2	2.5	2.7
[32] O=C(C1CCCN(Cc2ccccc2)C1)N1CCCCC1 (stereo not drawn)
  1.3	879	i	46	-20	-17	7	813	i	7	1.1%	i	1.5	/	/	1.4	1.4	5.0
[33] O=C(Cn1cc(S(=O)(=O)Cc2ccccc2F)c2ccccc21)N1CCOCC1
  /	/	i	7	/	/	-18	597	/	/	0.1%	i	1.0	/	/	/	/	/
[34] N/C(=N\OC(=O)c1ccc([N+](=O)[O-])cc1Cl)c1ccccn1
  /	/	i	51	/	/	4	790	/	/	-0.2%	i	0.7	/	/	/	/	/
[35] CN1CCN(C(=O)C2CCN(c3ncc(C(F)(F)F)cc3Cl)CC2)CC1
  0.4	1499	i	59	4	6	4	729	i	22	-0.9%	i	0.5	-4.3	1114	4.7	2.7	6.9
[36] Cc1ccc(-c2c(C(=O)N/N=C/C3CCCCC3)nnn2-c2nonc2N)cc1
  /	/	i	4	/	/	-5	760	/	/	-0.6%	i	0.7	/	/	/	/	/
[37] Cn1ncc2c(NNC(=O)Cc3ccccc3)ncnc21
  0.43	1345	i	41	-2	13	2	685	i	-5	-0.4%	i	0.7	-3.0	550	1.8	1.9	11
[38] COc1ccc(OCC(=O)N/N=C(\C)CC(=O)Nc2ccc(OC)cc2[N+](=O)[O-])cc1
  -0.13	1259	i	9	4	-20	-10	705	i	0	-0.1%	i	0.4	-0.5	1095	2.4	2.2	1.6
[39] CCOc1cc(NC(=S)NC)c(OCC)cc1NC(=O)c1ccco1
  1.6	1350	i	12	4	3	-1	633	i	-5	-0.2%	i	0.6	3.4	952	3.8	2.5	8.6
[40] Cc1cc(C)c(C)c(S(=O)(=O)N2CCN(C)CC2)c1C
  -0.78	1339	i	22	-3	5	-21	728	+	7.7*	-0.9%	i	0.5	-0.1	1392	0.9	1.5	1.9
[41] CCOC(=O)C1=C(C)NC(=S)NC1c1ccco1 (stereo not drawn)
  -0.38	1404	i	21	/	/	-16	686	/	/	-0.7%	i	0.6	-3.2	1063	/	/	/
[42] CC/C(=N\NC(=O)Nc1ccccc1)c1ccccc1
  0.26	1580	i	24	17	12	-3	641	i	6	-0.1%	i	0.6	-1.3	1056	5.8	1.9	12
[43] COc1cc(C(C)=O)ccc1COc1ccc(C(=O)OCC(=O)NC2CCS(=O)(=O)C2)cc1OC (stereo not drawn)
  -0.03	1246	i	18	-2	-3	2	580	i	2	0.4%	i	0.7	-0.1	528	4.0	3.4	9.5
